# OX1R antag-1: blocks the human orexin 1 receptor | inhibition, % at 5 µM | CHO/OX1R cells, Fluo-8 calcium fluorescence, orexin A | AID 434989 | O43613 | hit rate 0.43% among 330,000;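 active = inhibition above its plate's threshold, mean inhibition of all tested compounds on the plate plus 3 SD, cut at about 37% in these data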;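 note: 0% = orexin A challenge wells and 100% = SB-334867-A antagonist wells; not every result past the cut was called active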
# Target sequence (O43613 whole entry, looked up): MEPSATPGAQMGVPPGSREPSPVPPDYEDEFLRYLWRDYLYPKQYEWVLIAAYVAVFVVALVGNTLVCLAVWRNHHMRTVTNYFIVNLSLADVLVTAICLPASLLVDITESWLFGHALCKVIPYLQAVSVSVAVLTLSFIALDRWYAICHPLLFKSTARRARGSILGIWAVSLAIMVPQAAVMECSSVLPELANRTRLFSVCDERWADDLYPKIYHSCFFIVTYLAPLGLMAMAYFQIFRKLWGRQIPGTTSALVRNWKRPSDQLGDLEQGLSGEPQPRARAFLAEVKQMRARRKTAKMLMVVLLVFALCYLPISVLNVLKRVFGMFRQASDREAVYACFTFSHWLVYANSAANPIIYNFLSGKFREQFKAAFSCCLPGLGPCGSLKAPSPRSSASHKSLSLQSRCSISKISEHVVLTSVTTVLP
# OX1R antag-2: blocks the human orexin 1 receptor. O43613. OX1R-expressing cells, FRET antagonist read-out. inhibition, % at 6.6 µM. hit rate 1.8% among 330,000. AID 485270; in the data active = inhibition mostly above about 38%, no sharp cut-off; inactive = mostly below about 40%;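 note: 0% = agonist challenge alone and 100% = reference antagonist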
# An asterisk follows results filed as active.
OX1R antag-1,OX1R antag-2,Structure
-8,26,O=C(OCC(=O)N1CCOCC1)c1cc(-c2ccccc2)nc2ccccc12
-34,2,C/C(=N\NC(=O)c1ccco1)c1cc(Cl)sc1Cl
-15,9,Fc1cccc(Nc2cc(-n3cccn3)ncn2)c1
-22,5,C(#CCN1CCOCC1)COC(c1ccccc1)c1ccccc1
-43,14,COc1cccc(/C=C/C(=O)OCC(=O)Nc2cc(C(F)(F)F)ccc2Cl)c1
-32,8,CCOc1ccc(CN2C(=O)c3ccccc3C2C(=O)NCc2cccnc2)cc1 (stereo unspecified)
13,8,COc1ccc(NC(=O)C2(c3ccc(NC(=O)c4ccc(OC(C)=O)cc4)cc3)CCCC2)cc1
-30,4,c1ccc(-c2cc3ccccc3nc2N2CCCC2)cc1
-29,42,O=C(Nc1cccc(-c2nc3ccccc3s2)c1)c1cc(-n2cnnc2)ccc1Cl
-21,12,O=C(COC(=O)c1cc(S(=O)(=O)N2CCCC2)ccc1O)Nc1ccc(S(=O)(=O)N2CCOCC2)cc1
-10,17,CC(=O)COc1ncnc2c(Cl)cc(Cl)cc12
-17,30,COc1ccccc1CC1CC(=O)N(c2cccc(Cl)c2C)C1=O (stereo unspecified)
-17,24,Cc1nc2ccc(Nc3nc4cc(S(=O)(=O)N5CCOCC5)ccc4o3)cc2s1
-12,25,CC(OC(=O)CNS(=O)(=O)c1ccc(C#N)cc1)C(=O)Nc1ccc(Cl)cn1 (stereo unspecified)
-6,8,Cc1ccc(NC2=Nc3ccccc3CC2)cc1
1,11,CCOC(=O)c1ccc(NS(=O)(=O)c2ccc3oc(=O)[nH]c3c2)cc1
-13,-4,O=C(CN1CCc2ccccc2C1)NCc1ccco1
-3,47,CCN1CCN(C(=O)CN2C(=O)c3cccc4cccc2c34)CC1
-14,26,CN1CCN(c2nc3c(c(=O)n(C)c(=O)n3C)n2CC(N)=O)CC1
-14,8,O=C(O)C1Cc2ccccc2CN1C(=O)COc1ccc(Cl)cc1 (stereo unspecified)
-25,3,CC(=O)N=c1scc(-c2ccccc2)n1-c1cccc(O)c1
-7,34,CCCCC(=O)Nc1ccc(S(=O)(=O)Nc2nccc(C)n2)cc1
-14,12,CC(=O)c1cc2c(cc1NC(=O)CSc1nc3ccccc3[nH]1)OCO2
-10,16,N#CC12CCCCC1CC1CCCCC1(C#N)N2Cc1ccccn1 (stereo unspecified)
-5,16,O=c1[nH]c2ccccc2c2nc(-c3cccc(S(=O)(=O)N4CCCC4)c3)nn12
-15,6,CCN(C(=O)c1c(C)noc1C)c1c(N)n(Cc2ccccc2)c(=O)[nH]c1=O
-11,31,Cc1c(C(=O)N2CCCCC2)oc2ccc(Br)cc12
-28,19,COc1ccccc1NS(=O)(=O)c1cc(-c2cnc(C3CC3)o2)ccc1C
-18,-7,O=C(COc1ccc(F)cc1Cl)Nc1cc(S(=O)(=O)N2CCOCC2)ccc1N1CCCCC1
-16,11,CCC(C)(C)NC(=O)CN(C(=O)CCC(=O)Nc1nccs1)c1cccc(C)c1

# Brought forward from above: two entries, followed by the next part.
OX1R antag-1,OX1R antag-2,Structure
-18,-7,O=C(COc1ccc(F)cc1Cl)Nc1cc(S(=O)(=O)N2CCOCC2)ccc1N1CCCCC1
-16,11,CCC(C)(C)NC(=O)CN(C(=O)CCC(=O)Nc1nccs1)c1cccc(C)c1
-11,14,CCC1(c2ccc(F)cc2)NC(=O)N(CC(=O)N(CCC#N)c2ccccc2)C1=O (stereo unspecified)
-25,0,CCOC(=O)C1CCN(C(=O)C2CCC(=O)N(Cc3cccc(C(F)(F)F)c3)C2)CC1 (stereo unspecified)
-26,11,O=C(Nc1ccc(F)c(F)c1)C1CCCCC1
7,22,Nc1ncnc2c1ncn2CCN1CCCCC1
-12,3,CCOc1ccc(NC(=O)Nc2cc(C(=O)O)ccc2N2CC3CC(C2)c2cccc(=O)n2C3)cc1 (stereo unspecified)
-17,5,COc1ccc(CCNc2oc(-c3ccc(OC)c(OC)c3)nc2P(=O)(OC)OC)cc1OC
-3,18,Cc1ccc(C)c(OCC(=O)NNC(=O)CSC(=S)N2CCCC2)c1
-19,6,O=C(CNC(=O)c1ccccc1C(=O)O)c1ccccc1
-6,24,N=c1c(C(=O)NC2CCCC2)cc2c(=O)n3ccccc3nc2n1C1CCCCC1
-39,7,CCOC(=O)N1CCC(N2Cc3cccc(C(=O)NC(C)c4ccc5c(c4)OCCO5)c3C2=O)CC1 (stereo unspecified)
-2,-1,O=C1OC(C(=O)O)Cc2ccccc21 (stereo unspecified)
-24,13,Cc1sc2ncnc(OCC(=O)Nc3ccc4c(c3)OCCO4)c2c1C
-3,-6,Cc1ccccc1OCC(=O)OCC(=O)NC1CC1
-24,20,O=C(c1ccc(Cl)c(S(=O)(=O)Nc2ccccc2C(=O)N2CCc3ccccc3C2)c1)N1CCc2ccccc2C1
-4,14,C=C(C)COc1ccc(-c2[nH]ncc2Oc2ccc(OC)cc2)c(O)c1
-1,17,CCc1ccc(S(=O)(=O)NCc2cn3cccc(C)c3n2)s1
-26,6,Cc1ccc(N2Cc3ccccc3C2=S)cc1
-1,24,COc1ccc(CCNC(=O)CSc2nnc3c(n2)[nH]c2ccc(F)cc23)cc1OC
-10,15,CCCc1nc(SCC(=O)N2c3ccccc3CC2C)c2c(C)c(C)sc2n1 (stereo unspecified)
-42,23,Cc1cccc(N(C)C(=S)Oc2ccc3ccccc3c2)c1
-12,13,COCCNC(=O)C(=O)Nc1ccc(Cl)cc1C
-11,4,O=c1nc(N2CCCC2)nc(Nc2ccccc2)[nH]1
-11,10,c1ccc(COc2ccc(CNCc3cccnc3)cc2)cc1
-16,6,CCN1CCN(c2ccc(N3CCN(S(=O)(=O)c4ccc(C)c([N+](=O)[O-])c4)CC3)nn2)CC1
-5,-2,COc1ccc(NS(=O)(=O)c2ccc(O)c(NC(=O)c3ccc(S(=O)(=O)N4CCCCCC4)cc3)c2)cc1
-10,15,CCc1ccc2oc(-c3ccc(N)cc3)nc2c1
5,17,C/C(=N\O)c1ncc(C(F)(F)F)cc1Cl
-1,13,O=C(Cn1ncc2c(=O)oc3ccccc3c21)NC1CC1
-4,15,O=C(Nc1ccc(-c2nc3ccccc3[nH]2)cc1)c1cccc(N2C(=O)CCC2=O)c1
-17,6,Cc1ccc(Cl)cc1N1CCN(S(=O)(=O)c2c(C)[nH]c(C)c2C(=O)N2CCCC2)CC1

# Ordered by the number under OX1R antag-1 (falling): three of the compounds above.
SMILES	OX1R antag-1	OX1R antag-2
Nc1ncnc2c1ncn2CCN1CCCCC1	7	22
CC(=O)c1cc2c(cc1NC(=O)CSc1nc3ccccc3[nH]1)OCO2	-14	12
O=C(Nc1cccc(-c2nc3ccccc3s2)c1)c1cc(-n2cnnc2)ccc1Cl	-29	42

# Whole records, looked up by structure.
# Profile of `COc1ccc(CCNc2oc(-c3ccc(OC)c(OC)c3)nc2P(=O)(OC)OC)cc1OC` = OX1R antag-1 = -17; OX1R antag-2 = 5
# Profile of `Cc1cccc(N(C)C(=S)Oc2ccc3ccccc3c2)c1` = OX1R antag-1 = -42; OX1R antag-2 = 23

# Going on with the list:
OX1R antag-1,OX1R antag-2,Structure
-28,15,COc1ccc([C@H]2[C@H](C(C)=O)N3N=Cc4ccccc4C3C23C(=O)OC(C)(C)OC3=O)cc1 (stereo partly specified)
4,3,COc1cccc(NC(=O)N2C3CCCC2CC(NC(C)=O)C3)c1 (stereo unspecified)
-12,0,Cc1ccc(C(C)NC(=O)COC(=O)C2=COCCO2)cc1C (stereo unspecified)
-1,10,CN(C)CCN(C(=O)C1CCN(S(=O)(=O)c2cccs2)CC1)c1nc2ccccc2s1
-33,16,CCOc1ccc(C(C)NC(=O)Cc2ccccc2)cc1OCC (stereo unspecified)
0,20,COc1ccc(N2CC(C(=O)Nc3ccccc3C(=O)NC3CC3)CC2=O)cc1 (stereo unspecified)
-12,4,COc1ccc(-c2nc(N)c(C#N)c(-c3cccnc3)c2C)cc1
-2,-5,CC1=NN(C(N)=S)C(=O)C1N=Nc1ccccc1O (stereo unspecified)
-27,11,Cc1cc(S(=O)(=O)Nc2ccc(N3CCOCC3)cc2)ccc1Br
-19,27,CC(C)OP(=O)(OC(C)C)C1(O)C(=O)Nc2ccc(Br)cc21 (stereo unspecified)
-2,-7,COc1ccc(-c2c(-c3ccc(OCC(=O)NN)cc3O)n[nH]c2C)cc1OC
-43,45*,CCCN1C(=O)c2ccc(C(=O)NC3=NCCS3)cc2C1=O
4,15,Cc1c(C(=O)O)c(=O)n(-c2ccccc2)n1-c1ccccc1
-4,13,O=C(O)C1CC=CCC1C(=O)Nc1ccc(F)c(F)c1 (stereo unspecified)
-5,16,Cc1cc(C(=O)CCl)c(C)n1-c1cccc(S(=O)(=O)N2CCOCC2)c1
-5,4,CCc1ccccc1NC(=O)c1ccc2c(c1)CCN2S(C)(=O)=O
-30,14,COC(=O)c1cc(CNC(=O)Cc2ccsc2)ccc1OC
-16,2,CCCCCCn1c(SCCCC)nc2c1c(=O)[nH]c(=O)n2C
-8,11,C#CC(CC)(CC)NC(=S)Nc1ccc(S(N)(=O)=O)cc1
-7,-5,FC(F)(F)c1ccnc(NCc2ccc(Cl)cc2)n1
-6,7,Cc1onc(-c2ccccc2Cl)c1C(=O)NCc1ccc(S(N)(=O)=O)cc1
-14,12,COc1ccc2oc(C(=O)OCC(=O)NC(=O)c3ccccc3)c(C)c2c1
-5,4,CN(CCC#N)S(=O)(=O)c1cc2c3c(c1)CCN3C(=O)CC2
-27,33,CCCNC(=O)c1ccc(N2CCC3(CC2)CC(c2ccccc2)=NO3)c([N+](=O)[O-])c1
-7,8,CCOc1cc(C2NC(=O)NC(c3ccccc3)=C2C(=O)c2ccccc2)c(Br)cc1OCC(=O)O (stereo unspecified)
-12,12,CC(=O)c1ccccc1C(=O)N1CCCC(N2CCN(Cc3ccc4c(c3)OCO4)CC2)C1 (stereo unspecified)
-25,-1,COC(=O)CCNC(=O)CCc1ccc(S(=O)(=O)N2CCCCCC2)cc1
-17,12,COc1ccc(NC(=O)CN2C(=O)/C(=C3\SC(=S)N(CCC(=O)O)C3=O)c3ccccc32)cc1
-6,6,CCOc1cc(Br)ccc1S(=O)(=O)N1CCC(C(N)=O)CC1
-2,25,Cc1c(NN=C(C#N)C#N)c(=O)n(-c2ccccc2)n1C

# Next part:
OX1R antag-1,OX1R antag-2,Structure
-11,6,COc1cc(NC(=O)Cn2cnc3c(nc4n3CCCCC4)c2=O)cc(OC)c1OC
-11,7,CCN(CC)C(=O)[C@H]1CC(CC(=O)NCc2ccco2)C(=O)N2CCc3c([nH]c4ccccc34)[C@]12C (stereo partly specified)
8,11,NC1=NC(=O)/C(=C/c2ccccc2OS(=O)(=O)c2ccc3ccccc3c2)S1
-18,18,CCOC(=O)c1cc(-c2ccccc2)n(CC(=O)Nc2ccc(OCC)cc2)c1C
-9,19,Fc1ccc2nc3n(c2c1F)CCCCCC3
4,24,Cc1noc(NS(=O)(=O)c2ccc(NC(=O)Cc3ccc([N+](=O)[O-])cc3)cc2)c1C
0,24,O=C(N/N=C/c1ccc(N2CCOCC2)s1)c1ccccc1Br
0,11,Cc1cc(Cl)ccc1NC(=S)N1CCN(Cc2ccc3c(c2)OCO3)CC1
4,23,COc1ccc(CN2CCNC(=O)C2CC(=O)N2CCCCO2)cc1OC (stereo unspecified)
19,9,O=C(Nc1nccs1)c1ccc(S(=O)(=O)N2CCOCC2)cc1
-13,16,CCCCc1cc(=O)oc2cc(OC(C)C(=O)NCC3CCC(C(=O)O)CC3)c(Cl)cc12 (stereo unspecified)
-27,31,COC(=O)C(C)Sc1nc2ccsc2c(=O)n1Cc1ccccc1 (stereo unspecified)
-10,-3,O=C(Nc1ccnc(-c2ccncc2)n1)c1cccs1
-20,8,CC(=O)n1nc(-c2ccccc2)nc1NCc1ccc(F)cc1
-16,23,CC(C)Oc1cccc(C(=O)C2CCCN(C(=O)c3noc4c3CCCC4)C2)c1 (stereo unspecified)
-25,16,CS(=O)(=O)N1N=C(c2ccc3nccnc3c2)CC1c1ccccc1 (stereo unspecified)
-8,11,O=C(CCc1ccccc1)OCCOC(=O)CCc1ccccc1
-4,4,Nc1nc(SCc2nc3scc(-c4ccccc4)c3c(=O)[nH]2)n[nH]1
-30,-1,Cc1ccc(C(=O)NCC(=O)Nc2cccc(S(=O)(=O)NC3=NCCCCC3)c2)cc1C
5,16,CSc1nc2[nH]c3c(c2c2nncn12)CC(C)(C)OC3
-31,16,COc1ccc(OC)c(-c2nnc(SCC(=O)NC3CCCCC3)o2)c1
-4,5,CC(C)CCN1CCN(Cc2nc(-c3ccc(F)cc3)cs2)CC1CCO (stereo unspecified)
0,4,O=C(NCCC(=O)N1CCC2(CC1)NCCc1[nH]cnc12)c1cccc(Br)c1
-26,12,O=C(ON=C1CCN(S(=O)(=O)c2ccccc2)CC1)c1ccc(Cl)cc1
-5,26,O=C(NCc1nc2ccccc2[nH]1)C1=C[C@H](C2CCCCC2)C[C@H](OCc2ccc(CO)cc2)O1
-21,21,O=C1CC(c2ccccc2)CN1C(=O)c1ccccc1 (stereo unspecified)
-13,16,COc1ccc(N(CC(=O)NC2CCCCC2)C(=O)CNC(=O)c2cccs2)cc1OC
0,8,O=C(CSCc1ccc(C(=O)O)cc1)Nc1ccc2ccccc2c1
-14,21,O=S(=O)(c1cnccc1N1CCN(/N=C/c2ccc(Cl)cc2)CC1)N1CCCCC1
17,71*,Clc1ccsc1-c1csc(-c2cccnc2)n1

# By substructure, the compounds so far with a cyano group (six)
OX1R antag-1,OX1R antag-2,Structure
-12,25,CC(OC(=O)CNS(=O)(=O)c1ccc(C#N)cc1)C(=O)Nc1ccc(Cl)cn1 (stereo unspecified)
-10,16,N#CC12CCCCC1CC1CCCCC1(C#N)N2Cc1ccccn1 (stereo unspecified)
-11,14,CCC1(c2ccc(F)cc2)NC(=O)N(CC(=O)N(CCC#N)c2ccccc2)C1=O (stereo unspecified)
-12,4,COc1ccc(-c2nc(N)c(C#N)c(-c3cccnc3)c2C)cc1
-5,4,CN(CCC#N)S(=O)(=O)c1cc2c3c(c1)CCN3C(=O)CC2
-2,25,Cc1c(NN=C(C#N)C#N)c(=O)n(-c2ccccc2)n1C

# High-throughput results from PubChem BioAssay.
